Screening results deposited in PubChem by several laboratories.
MBD2 DNA inh: inhibitors of MBD2 binding to methylated DNA, primary screen, biochemical, TR-FRET, DNA-binding domain, human. Methyl-CpG-binding domain protein 2 (Homo sapiens), Q9UBB5. MBD2 binding to methylated oligonucleotide. inhibition, % at 4.4 µM. 370,000 compounds, 0.31% hits; in the data active = inhibition above about 13%
Target sequence (Q9UBB5 whole entry, looked up, the tested form may be a part): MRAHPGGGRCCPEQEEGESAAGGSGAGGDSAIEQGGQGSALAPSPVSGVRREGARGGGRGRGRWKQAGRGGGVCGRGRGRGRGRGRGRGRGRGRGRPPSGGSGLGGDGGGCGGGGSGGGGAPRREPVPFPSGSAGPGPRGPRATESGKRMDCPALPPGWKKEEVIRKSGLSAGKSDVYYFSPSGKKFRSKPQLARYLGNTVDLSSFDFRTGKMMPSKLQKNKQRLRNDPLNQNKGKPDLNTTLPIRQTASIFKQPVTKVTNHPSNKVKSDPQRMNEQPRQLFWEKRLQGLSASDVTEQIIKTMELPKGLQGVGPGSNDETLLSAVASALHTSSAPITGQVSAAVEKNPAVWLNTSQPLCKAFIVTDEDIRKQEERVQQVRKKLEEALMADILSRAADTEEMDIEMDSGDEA
DAX1 inh-1: DAX1 (NR0B1) inhibitors, primary screen, cell-based, HEK293, Gal4-DAX1, luciferase luminescence | Nuclear receptor subfamily 0 group B member 1 (Homo sapiens), P51843 | HEK293 Gal4-DAX1 luciferase reporter | inhibition, % at 6.75 µM | 340,000 compounds, 0.99% hits | AID 504766, 2011;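 active = inhibition above the mean over all tested compounds plus 3 SD, cut at about 4.2% in these data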;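 also: 0% = DAX1-transfected cells with DMSO and 100% = empty-vector control cells with DMSO; inhibition shows as a rise in luminescence from relieved DAX1 repression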
hgDAF-12 ag: H. glycines DAF-12 receptor agonists, primary screen, cell-based, luminescence, HEK293, GAL4 fusion, UAS-luciferase. Nuclear hormone receptor DAF-12 (Heterodera glycines), GAL4 fusion. HEK293 GAL4-hgDAF12 UAS-luciferase reporter, agonist luminescence; normalized to butyrate control. activation, % at 6.8 µM. 370,000 compounds, 1.8% hits. AID 687014, 2013;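 active = activation above a cutoff set at the mean of all screened compounds plus 3 SD, cut at about 10% in these data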;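 also: 0% = DMSO wells and 100% = sodium butyrate wells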
NR1D1 modulator: modulators of Rev-erb alpha DNA binding, primary screen, biochemical, FITC-DNA, fluorescence polarization, uHTS; Nuclear receptor subfamily 1 group D member 1 (Homo sapiens), P20393; Rev-erbα–FITC-DNA binding, 90 min; activity, % at 10 µM; 370,000 compounds, 0.79% hits;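 active = activity above about 14%, limit read from the data; passing the limit was not always enough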;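 also: 0% = DMSO wells with 35 nM protein and 100% = DMSO wells with 750 nM protein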
ssDAF12 agonist: S. stercoralis DAF-12 nuclear receptor activators, primary screen, cell-based, luminescence, HEK293, GRIP1 co-expression, lit1-tk-luc | Nuclear hormone receptor DAF-12 (Strongyloides stercoralis) | HEK293 ssDAF-12/GRIP1 lit1-tk-luc reporter; % of 3 µM dafachronic acid response | activation, % at 6.8 µM | 370,000 compounds, 1% hits;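 active = activation above the mean over all tested compounds plus 3 SD, cut at about 0.9% in these data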;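 also: 0% = DMSO-only wells and 100% = 3 µM delta7-dafachronic acid wells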
PLC-beta3 inh: human PLC-beta3 inhibitors, primary screen, biochemical, fluorescence; inhibition, % at 12.2 µM; 1-phosphatidylinositol 4,5-bisphosphate phosphodiesterase beta-3 (Homo sapiens), Q01970; Purified PLC-beta3, fluorogenic substrate; 370,000 compounds, 0.18% hits; AID 720704, 2013; in the data active = inhibition above about 11%;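 also: 0% = median of compound wells on plate and 100% = full blocker control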
SMARCA2 activ: SMARCA2 (BRM) function activators, primary screen, cell-based, luminescence, high throughput; MG213 cells, MMTV-luciferase reporter, dexamethasone, overnight; activation, % at 9.1 µM; 370,000 compounds, 1% hits; AID 652017, 2013; in the data active = activation above about 7.8%;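 also: 0% = vehicle wells and 100% = reference activator wells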
DAX1 inh-2: DAX1 (NR0B1) inhibitors on StAR promoter, primary screen, cell-based, luminescence, SF-1 (NR5A1), full-length DAX-1. HEK293T StAR-luciferase reporter, SF-1/DAX-1 repression relief. inhibition, % at 6.8 µM. 370,000 compounds, 1.1% hits. AID 652010, 2013;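 active = inhibition above the mean over all tested compounds plus 3 SD, cut at about 3.6% in these data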;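 also: 0% = DAX-1 cells with DMSO and 100% = cells lacking DAX-1 with DMSO; higher inhibition means more luminescence from relief of DAX-1 repression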
hcDAF-12 act: H. contortus DAF-12 nuclear receptor activators, primary screen, cell-based, luminescence, HEK293, lit1-tk-luc reporter. 370,000 compounds, 1.4% hits. activation, % at 6.8 µM. AID 652067, 2013. HEK293 hcDAF-12 lit1-tk-luc reporter; 0% DMSO, 100% Δ7-dafachronic acid;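 active = activation above the mean of all tested compounds plus 3 SD, cut at about 5.5% in these data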;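 also: 100% = response to 3 µM Δ7-dafachronic acid high control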
ADAM17 inh: ADAM17 inhibitors, primary screen, biochemical, QFRET. recombinant ADAM17, EDANS/DABCYL FRET peptide cleavage. inhibition, % at 6.95 µM. 370,000 compounds, 0.83% hits. AID 720648, 2013;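 active = inhibition above the mean of compounds lying between control limits plus 3 SD, set per campaign, cut at about 8.5% in these data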;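 also: 0% = DMSO-only wells as the low control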
Target sequence (P78536 215-824 limits assumed): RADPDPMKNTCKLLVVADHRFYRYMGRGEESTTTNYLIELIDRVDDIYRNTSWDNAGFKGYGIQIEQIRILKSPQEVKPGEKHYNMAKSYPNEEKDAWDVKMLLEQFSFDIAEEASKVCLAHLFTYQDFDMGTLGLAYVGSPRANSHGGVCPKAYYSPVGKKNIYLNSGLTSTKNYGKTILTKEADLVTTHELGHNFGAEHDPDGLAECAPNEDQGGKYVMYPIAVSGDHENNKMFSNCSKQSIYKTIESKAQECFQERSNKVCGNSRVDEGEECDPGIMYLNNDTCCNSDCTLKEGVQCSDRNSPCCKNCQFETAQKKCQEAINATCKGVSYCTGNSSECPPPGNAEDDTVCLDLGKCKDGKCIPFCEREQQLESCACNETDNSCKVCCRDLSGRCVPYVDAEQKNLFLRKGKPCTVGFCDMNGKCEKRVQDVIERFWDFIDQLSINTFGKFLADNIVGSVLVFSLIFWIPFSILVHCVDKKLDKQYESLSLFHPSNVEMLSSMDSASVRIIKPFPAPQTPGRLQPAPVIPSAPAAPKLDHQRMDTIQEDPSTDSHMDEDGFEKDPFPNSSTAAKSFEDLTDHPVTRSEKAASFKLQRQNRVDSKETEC
PLCg1 inh: PLC-gamma1 enzyme inhibitors, primary screen, biochemical, fluorescence, purified enzyme; 370,000 compounds, 0.84% hits; fluorogenic substrate; inhibition, % at 12.2 µM; AID 720700, 2013; 1-phosphatidylinositol 4,5-bisphosphate phosphodiesterase gamma-1 (Homo sapiens), P19174; in the data active = inhibition above about 9.5%
Starred values were filed as active, the others as inactive; nt = no result given.

SMILES | MBD2 DNA inh | DAX1 inh-1 | hgDAF-12 ag | NR1D1 modulator | ssDAF12 agonist | PLC-beta3 inh | SMARCA2 activ | DAX1 inh-2 | hcDAF-12 act | ADAM17 inh | PLCg1 inh
CCN1CCN(CCCNC(=O)CCc2nc(-c3ccc(OC)cc3)no2)CC1 | -5 | 1.6 | 2.8 | 2 | -1.6 | 3 | 2 | 0.0 | 0.7 | 1 | 3
CC(C)Oc1ccc(C(=O)NC(=S)Nc2ccc(Cl)c(C(=O)O)c2)cc1 | -1 | 0.1 | 1.9 | -6 | -1.4 | -3 | 2 | 0.4 | -0.4 | -1 | 3
CC(=O)Nc1ccc(S(=O)(=O)NN=c2sc3ccccc3n2C)cc1N | -5 | 0.9 | 1.4 | 2 | -0.7 | 4 | -1 | 0.0 | 1.6 | 0 | -2
C=CCN1[C@@H](C)[C@H](c2ccccc2)Oc2cccc(NCC(C)C)c2S1(=O)=O | 2 | nt | 1.0 | 2 | -0.3 | -4 | -4 | -0.1 | -0.7 | -6 | -5
COc1cc(Cl)c(C)cc1NC(=O)COC(=O)C1=COCCO1 | 4 | 1.0 | 1.5 | 5 | -1.0 | -4 | -1 | 0.2 | 0.5 | -6 | 0
Cc1ccc(Cl)cc1NC(C#N)c1ccccc1 (stereo not drawn) | 0 | -0.1 | 0.9 | 3 | -0.3 | -4 | -3 | 0.3 | 0.7 | -6 | 0
O=C(O)C1CCCCC1C(=O)NC(c1ccccc1)c1ccccc1 (stereo not drawn) | -1 | 1.4 | 1.4 | 2 | -1.6 | -8 | -4 | -0.1 | -0.9 | 1 | 5
Oc1ccccc1N=Cc1c(O)ccc2ccccc12 | -22 | -1.5 | -2.6 | 24 | 0.9 | -12 | 1 | -0.8 | 5.9* | -3 | -5
COc1cccc(C(=S)N2CCCC2)c1OC | -1 | -1.1 | -0.1 | -3 | -0.4 | -6 | 3 | -0.2 | -0.5 | -3 | 0
COCCN1C(=O)c2ccccc2C1c1nnnn1-c1ccc2c(c1)OCCO2 (stereo not drawn) | -8 | nt | -0.7 | -4 | -1.5 | 6 | -6 | -0.9 | 1.0 | -1 | 2
COc1ccc(NC(=O)c2cccc(F)c2)cc1Cl | 2 | 1.6 | 9.3 | 3 | -0.9 | 2 | 1 | -0.1 | 1.6 | -1 | 1
O=C(NCc1ccco1)Nc1ccc(Br)cc1 | 1 | 0.1 | 2.6 | -5 | -1.4 | 5 | 2 | 0.3 | -0.2 | 4 | 2
O=S1(=O)c2ccc(N3CCCC3)cc2Oc2ccccc2CN1Cc1cn(Cc2ccc(C(F)(F)F)cc2)nn1 | 1 | nt | -2.8 | 6 | -1.4 | -2 | -4 | -1.4 | -0.8 | -6 | -2
Cc1cc(NCc2ccc(F)cc2Cl)n2nnnc2n1 | 0 | 0.2 | 0.1 | 6 | -1.0 | 1 | 2 | 0.1 | -0.5 | -2 | 2
Cn1c(=O)c2ncn(CC(=O)N/N=C/c3ccco3)c2n(C)c1=O | 1 | -0.9 | 4.3 | -6 | -0.8 | 1 | -2 | -0.3 | -0.7 | -3 | 0
O=C(CN1CCCCCC1)Nc1cccc([N+](=O)[O-])c1 | -3 | -1.5 | -0.7 | -4 | -1.7 | 3 | -2 | 0.4 | -0.9 | 1 | 0
CCCn1c(=O)c2ccccc2n2c(SCCOc3ccccc3)nnc12 | 6 | -0.4 | -0.5 | 6 | -1.4 | -5 | -1 | 0.0 | -2.4 | -6 | -3
COc1ccc(S(=O)(=O)n2nc(C)cc2C)c(C)c1C | -7 | -1.0 | -0.8 | -1 | -2.1 | 1 | -2 | -0.1 | -1.9 | -1 | 3
O=C(NCc1ccc2c(c1)OCO2)c1cccc(Cl)c1 | 2 | 0.9 | 2.4 | 1 | -1.1 | -4 | 2 | -0.4 | -0.2 | -5 | 0
c1ccc2c(c1)c1ccccc1n1c(-c3ccc4c(c3)OCO4)nnc21 | 3 | -1.4 | 1.2 | 7 | -1.0 | 3 | -4 | -0.3 | 0.5 | 2 | 8
O/N=C1/C2C3CC4C5C3C1C5C1(OCCO1)C42 (stereo not drawn) | -7 | 1.7 | 3.4 | 3 | -1.2 | 2 | -4 | 0.6 | 0.1 | 0 | 3
O=C1CSc2ccc(C(=O)NCCC3=CCCCC3)cc2N1 | 0 | 0.5 | 4.7 | -1 | -1.6 | 3 | 9.8* | 0.3 | 0.3 | 0 | 1
COc1ccc(OC)c(NC(=O)C2CCCN2C(=O)OCc2ccccc2)c1 (stereo not drawn) | -6 | -0.2 | -1.9 | -1 | -1.5 | -1 | 0 | -0.6 | -2.4 | -5 | 1
Cc1cc(NC(=O)COC(=O)CNS(=O)(=O)c2c(F)cc(F)cc2Br)no1 | 0 | 0.6 | -13 | -2 | -2.6 | 1 | -4 | -4.4 | -6.0 | -4 | -2
O=c1[nH]cnc2scc(-c3ccc(-c4ccccc4)cc3)c12 | 1 | 0.8 | 7.9 | 6 | -0.8 | 0 | 2 | 2.6 | 2.5 | -4 | 1
Cc1ccc(C)c(C(C)NC(=S)NCc2ccc(F)cc2)c1 (stereo not drawn) | 6 | 0.1 | -2.0 | 0 | -1.2 | -5 | -4 | -0.4 | -0.6 | 1 | 3
CCn1c(SCc2ccc([N+](=O)[O-])cc2)nnc1C(C)NC(=O)c1ccc(C)cc1 (stereo not drawn) | 0 | -1.3 | -3.5 | 2 | -1.1 | 2 | -2 | -0.5 | -4.4 | 5 | 6
COc1ccc(-c2nc(-c3ccc(Br)o3)no2)cc1 | 5 | 3.5 | 17* | 1 | 1.3* | -4 | 1 | 7.3* | 3.7 | 0 | 0
O=C(Nc1nc2ccccc2[nH]1)NC1CCCCC1 | -1 | -0.2 | 16* | 8 | 0.6 | -6 | 7 | 16* | 5.8* | -4 | 3
CCOc1ccc(CC(=O)N2CCN=C2SCc2ccc([N+](=O)[O-])cc2)cc1 | -1 | 0.6 | 0.1 | -3 | -1.4 | -2 | -4 | 0.3 | -0.2 | -2 | 1
CC(=O)c1ccc(NC(=O)/C(=C\c2cccs2)NC(=O)c2ccco2)cc1 | -5 | 0.8 | 4.2 | -6 | -1.1 | 3 | -2 | 0.3 | 0.2 | 2 | 3
O=C(O)C1CC(c2ccc(F)cc2)=NO1 (stereo not drawn) | 5 | 1.6 | 0.9 | 0 | -0.7 | 0 | -1 | 0.0 | -1.8 | -2 | 0
CCOC(=O)C1(Cc2ccccc2)CCCN(Cc2ccc(OCCO)cc2)C1 (stereo not drawn) | 5 | 1.7 | -2.4 | -2 | -1.9 | -4 | -2 | -0.5 | -0.5 | -6 | -5
CN(C)/C=C/C(=O)c1cnc2n(c1=O)CCS2 | -1 | -1.1 | -1.8 | -2 | -0.9 | -5 | 0 | 0.0 | -0.4 | -2 | -5
CC(=O)c1cccc(NC(=O)NC(C)C2CCCO2)c1 (stereo not drawn) | 3 | -0.4 | 1.7 | -1 | -0.7 | -13 | -2 | 0.3 | 0.0 | -8 | -11
CCOc1ccc(N2C(=O)CN(C)C2=S)cc1 | 3 | 0.7 | -1.4 | 3 | -0.5 | 3 | -4 | 0.5 | -1.3 | -1 | 0

Arranged by the number under PLCg1 inh (highest first): some entries from above.
| molecule | MBD2 DNA inh | DAX1 inh-1 | NR1D1 modulator | ssDAF12 agonist | PLC-beta3 inh | SMARCA2 activ | DAX1 inh-2 | hcDAF-12 act | ADAM17 inh | PLCg1 inh |
| --- | --- | --- | --- | --- | --- | --- | --- | --- | --- | --- |
| O=C(Nc1nc2ccccc2[nH]1)NC1CCCCC1 | -1 | -0.2 | 8 | 0.6 | -6 | 7 | 16* | 5.8* | -4 | 3 |
| O=c1[nH]cnc2scc(-c3ccc(-c4ccccc4)cc3)c12 | 1 | 0.8 | 6 | -0.8 | 0 | 2 | 2.6 | 2.5 | -4 | 1 |
| CCOc1ccc(N2C(=O)CN(C)C2=S)cc1 | 3 | 0.7 | 3 | -0.5 | 3 | -4 | 0.5 | -1.3 | -1 | 0 |
| CCOC(=O)C1(Cc2ccccc2)CCCN(Cc2ccc(OCCO)cc2)C1 (stereo not drawn) | 5 | 1.7 | -2 | -1.9 | -4 | -2 | -0.5 | -0.5 | -6 | -5 |

Continuation.
SMILES | MBD2 DNA inh | DAX1 inh-1 | hgDAF-12 ag | NR1D1 modulator | ssDAF12 agonist | PLC-beta3 inh | SMARCA2 activ | DAX1 inh-2 | hcDAF-12 act | ADAM17 inh | PLCg1 inh
COc1cccc(CN(C)C(=O)c2ccc(C)c(S(=O)(=O)N3CCCCC3)c2)c1 | -2 | -0.6 | -2.8 | -5 | -0.6 | -2 | 1 | 0.5 | -1.8 | 1 | -2
Cc1ccc2c(c1)C(=O)OC1(O)C3C4C=CC(C4)C3C(=O)N21 (stereo not drawn) | 7 | 1.4 | -1.1 | -2 | -1.9 | -2 | 2 | 0.2 | 0.9 | -7 | -2
O=C(COc1ccccc1F)N1CCCc2ccccc21 | -5 | 2.4 | 2.6 | -6 | -1.2 | -6 | -1 | -0.4 | 0.8 | -4 | -4
O=C(/C=C/c1cccc(Br)c1)Nc1nn[nH]n1 | -3 | nt | -1.2 | 5 | -0.5 | -7 | -2 | 0.2 | -0.1 | -3 | 3
CCc1nnc(NC(=O)c2c(-c3ccccc3)noc2C)s1 | 0 | 0.4 | -0.4 | 7 | -1.0 | -4 | -3 | -0.5 | 0.6 | -4 | -2
CC(=O)N1CCc2cc(S(=O)(=O)CCC(=O)N3CCN(c4ccccc4)CC3)ccc21 | -5 | 0.3 | 1.5 | 3 | -1.3 | -3 | -2 | -1.7 | -0.7 | -3 | 3
